# PLAP inhibitors HTS: PLAP enzyme inhibitors, biochemical, luminescence, HTS (AID 690) | purified PLAP, luminescent substrate; higher % means a stronger effect | inhibition, % at 20 µM, or IC50 in µM where a hit was titrated | 0.08% of 96,000 active; in the data active = a potency from the dose series; inactive = the rest, 99 in 100 with inhibition below about 30%; also: strong numbers were not always called active
# MRP resist rev: reverses drug resistance mediated by MRP. 0.04% of 85,000 active. H69AR cells + 2 uM doxorubicin, CellTiter-Glo, 72 h. differential viability (reversal), % at 10 µM. AID 602;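 active = viability drop by adding the cancer drug above about 55%, with treated viability meeting a 40% cutoff, limit read from the data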;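 also: viability without doxorubicin minus viability with 2 µM doxorubicin for each compound; larger differential means the compound sensitizes cells more to doxorubicin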
# Bcl-B TR3 displacers: displacers of TR3 peptide from Bcl-B, primary screen, selectivity assay for Bfl-1 inhibitor project, biochemical, fluorescence polarization; 0.11% of 96,000 active; FP displacement of FITC-TR3 peptide from Bcl-B; higher % means a stronger effect; displacement, % at 20 µM, or IC50 in µM where a hit was titrated;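 active = displacement above 50% at 20 µM plus a fluorescence interference ratio under 1.5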;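 also: plate controls were wells without compound for no effect and wells lacking Bcl-B protein for full effect; a part of the inactive calls stands beside numbers as strong as those of hits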
# IL1B NFkB pot: enhances IL-1B driven NFkB nuclear translocation | HUVEC IL-1B NFkB p65 nuclear translocation imaging | activation, % at 2 µM | 0.3% of 94,000 active | AID 819;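 active = activation above 40%, about the mean plus 3 SD, also judged a hit on visual image review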;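 also: percent activation is computed from the nuclear over cytoplasmic p65 intensity ratio; values of inactives mirror those of a sister screen read the other way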
# IL1B NFkB inh: blocks IL-1B driven NFkB nuclear translocation in HUVEC cells; HUVEC IL-1B NFkB p65 nuclear translocation imaging; inhibition, % at 2 µM; 0.43% of 94,000 active;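 active = inhibition above about 30% together with a positive call from visual inspection of the well image, limit read from the data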;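 also: nuclear over cytoplasmic p65 intensity ratio measured by imaging; 0% = IL-1B stimulated DMSO wells and 100% = unstimulated DMSO wells; values of inactives mirror those of a sister screen read the other way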
# MRP resist rev cytotoxicity: second read-out of MRP resist rev, no call of its own (marks repeat the call); viability, %; H69AR cells, CellTiter-Glo, 72 h; measured here: cytotoxicity without doxorubicin
# MRP resist rev with doxorubicin: further read-out of MRP resist rev, marked with its call; viability, %; measured here: viability with 2 uM doxorubicin; active compounds read low
# IL1B NFkB inh cell count 2 µM: also measured in IL1B NFkB inh; calls as there; cell count; measured here: cells passing quality filter;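 raw number of nuclei counted in each imaged well without normalization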
# IL1B NFkB pot cell count 2 µM: also measured in IL1B NFkB pot; calls as there; cell count; measured here: cells passing quality filter
# * = called active by the depositor; . = not tested or not shown. Only part of the results is shown, so the mix of outcomes need not match the whole.
SMILES,PLAP inhibitors HTS,MRP resist rev,MRP resist rev cytotoxicity,MRP resist rev with doxorubicin,Bcl-B TR3 displacers,IL1B NFkB pot,IL1B NFkB pot cell count 2 µM,IL1B NFkB inh,IL1B NFkB inh cell count 2 µM
CCN(CC)CCOC(=O)C1(c2ccccc2)CCCC1,-55%,23,93,71,28%,.,.,.,.
CCOc1ccc(NC(=O)Cn2cc(C(=O)c3ccco3)c3ccccc32)cc1,-8%,0,91,91,1%,11,122,-11,122
